# High-throughput results as filed in PubChem BioAssay.
# mut p53 react = mutant p53 pathway reactivation | SW480 PUMA-promoter luciferase | activation, % at 9.98 µM | 28,000 tested, 1.5% active | AID 624151; in the data active = activation above about 52%
# STK33 inh = inhibitors of human STK33 kinase. 27,000 tested, 0.44% active. AID 2322. ADP-Glo luminescence, MBP substrate. inhibition, % at 12.5 µM; in the data active = inhibition above about 20%
# Target sequence (Q9BYT3 whole entry, looked up): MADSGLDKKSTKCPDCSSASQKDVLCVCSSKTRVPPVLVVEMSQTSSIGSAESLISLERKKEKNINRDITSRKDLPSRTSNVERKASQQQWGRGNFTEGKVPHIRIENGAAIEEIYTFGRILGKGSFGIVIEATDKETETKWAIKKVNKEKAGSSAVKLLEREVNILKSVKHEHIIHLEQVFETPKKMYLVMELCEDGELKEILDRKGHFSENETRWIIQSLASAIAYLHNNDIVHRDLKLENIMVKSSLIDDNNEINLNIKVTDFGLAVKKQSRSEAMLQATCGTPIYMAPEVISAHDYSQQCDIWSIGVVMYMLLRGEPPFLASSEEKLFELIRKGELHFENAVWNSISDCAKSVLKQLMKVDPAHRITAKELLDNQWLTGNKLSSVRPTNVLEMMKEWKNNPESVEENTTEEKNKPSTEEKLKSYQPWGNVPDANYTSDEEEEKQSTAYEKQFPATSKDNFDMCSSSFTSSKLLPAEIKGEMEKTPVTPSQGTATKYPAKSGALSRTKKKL
# An asterisk follows results filed as active; . = not tested or not shown.
SMILES,mut p53 react,STK33 inh
Cc1noc(C)c1NC(=O)Nc1ccc2c(c1)CC(=O)N([C@H](C)CO)C[C@H](C)[C@@H](CN(C)Cc1ccncc1)O2,6.6,.
Cc1cc(OCC(=O)Nc2ccccc2C(N)=O)cc(C)c1Br,40.8,2.8
CCOC(=O)C1CCCN(S(=O)(=O)c2ccc(Cl)c(Cl)c2OC)C1 (configuration not stated),-12.9,3.8
Cc1noc(C)c1NC(=O)Nc1ccc2c(c1)C(=O)N([C@H](C)CO)C[C@H](C)[C@H](CN(C)C(=O)Nc1c(C)noc1C)OCCCC[C@H](C)O2,-1.9,.
COc1ccc(S(=O)(=O)Nc2ccc3c(c2)CC(=O)N([C@@H](C)CO)C[C@H](C)[C@H](CN(C)Cc2ccc(-c4ccccc4)cc2)O3)cc1,.,-1.3
CCn1c(SCC(=O)O)nc2sc3c(c2c1=O)CC(C)(C)OC3,17.9,-0.6
CS(=O)(=O)Nc1ccc2c(c1)[C@@H]1C[C@H](CC(=O)N3CCc4ccccc4C3)O[C@@H](CO)[C@@H]1O2,5.9,.
CC(=O)Nc1ccc(C(=O)CSc2ncn(-c3ccccc3)n2)cc1,20.7,5.7
COc1ccc(C#Cc2ccc3c(c2)[C@]2(C(=O)N3)[C@H](c3ccc(OCCO)cc3)N3[C@H](c4ccccc4)[C@H](c4ccccc4)OC(=O)[C@H]3[C@@H]2C(=O)N2CCCCCCC2)cc1,.,16.0
C[C@H](CO)N1C[C@H](C)[C@H](CN(C)S(=O)(=O)c2ccc(Cl)cc2)Oc2ccc(NC(=O)c3ccncc3)cc2CC1=O,.,3.8
CN1CCN(C2=Cc3ccccc3Oc3ccc(Cl)cc32)CC1,.,-0.9
Cc1noc(C)c1S(=O)(=O)N(C)C[C@H]1Oc2ccc(NC(=O)Nc3ccccc3)cc2CC(=O)N([C@@H](C)CO)C[C@H]1C,-0.5,-8.2
CCOC(=O)Cc1[nH]nc2c1C(C(C)C)C(C#N)=C(N)O2 (configuration not stated),12.6,0.7
COc1ccc(C#Cc2ccc3c(c2)[C@]2(C(=O)N3)[C@H](C(=O)NC[C@H](O)c3ccccc3)[C@H]3C(=O)O[C@H](c4ccccc4)[C@H](c4ccccc4)N3[C@@H]2c2ccc(O)cc2)cc1,.,7.0
CCOC(=O)N(C)C[C@@H]1OCc2ccccc2-c2c(n(C)c3ccccc23)C(=O)N([C@H](C)CO)C[C@@H]1C,3.4,.
FC(F)(F)c1ccc(-c2n[nH]c(=S)s2)nc1,.,-3.5
CNC[C@@H]1OCc2cnnn2CCCC(=O)N([C@H](C)CO)C[C@H]1C,.,0.9
Cc1cccc(-c2nnc(SCC(=O)Nc3c(Cl)cc(Cl)cc3Cl)o2)c1,-0.7,-2.1
CC(C)NC(=O)N(C)C[C@H]1OCCCC[C@@H](C)Oc2ccc(NS(=O)(=O)c3ccccc3)cc2C(=O)N([C@@H](C)CO)C[C@@H]1C,-7.0,.
C[C@@H]1CN([C@H](C)CO)C(=O)CCCn2nncc2CO[C@H]1CN(C)C(=O)NC1CCCCC1,.,-2.3
C[C@H]1CN([C@@H](C)CO)C(=O)Cc2cc(NC(=O)CCN3CCOCC3)ccc2O[C@H]1CN(C)C(=O)NC1CCCCC1,.,-0.8
C[C@@H]1CN([C@H](C)CO)C(=O)Cc2cc(NC(=O)Cc3cn(C)c4ccccc34)ccc2O[C@H]1CN(C)Cc1ccc(Oc2ccccc2)cc1,.,2.2
COc1ccc(CN(C)C[C@@H]2Oc3c(NC(=O)c4nc5ccccc5s4)cccc3C(=O)N([C@@H](C)CO)C[C@H]2C)cc1,-1.8,.
COc1ccc(NC(=O)Nc2cccc3c2O[C@@H](CN(C)C)[C@H](C)CN([C@@H](C)CO)C3=O)cc1,14.7,.
Cc1ccc(C2CC(=O)c3cnc(NCCN4CCOCC4)nc3C2)cc1 (configuration not stated),17.7,-2.8
C[C@@H]1CN([C@H](C)CO)C(=O)c2cc(NC(=O)CCCN(C)C)ccc2O[C@@H]1CN(C)Cc1ccc(C(F)(F)F)cc1,18.8,.
Cc1ccccc1CN(C)C[C@H]1OCc2cnnn2CCCC(=O)N([C@@H](C)CO)C[C@@H]1C,.,7.8
COC(=O)c1ccccc1NC(=O)CNC(=O)c1ccccc1F,21.6,0.4
COc1cccc(N(CC(=O)Nc2ccc(C)c(Cl)c2)S(C)(=O)=O)c1,12.4,4.2
Cc1noc(C)c1NC(=O)Nc1ccc2c(c1)C(=O)N([C@H](C)CO)C[C@@H](C)[C@@H](CN(C)C(=O)C1CCCCC1)OCCCC[C@@H](C)O2,-8.5,.
CN(CC(=O)Nc1ccccc1C(F)(F)F)S(=O)(=O)c1ccc(F)cc1,-5.6,-5.4
C[C@@H]1CN([C@@H](C)CO)C(=O)c2cc(NS(C)(=O)=O)ccc2O[C@@H](C)CCCCO[C@H]1CN(C)C(=O)Nc1ccc(C(F)(F)F)cc1,-11.1,.
Cc1noc(C)c1NC(=O)N(C)C[C@@H]1Oc2c(NC(=O)C3CCCCC3)cccc2C(=O)N([C@H](C)CO)C[C@@H]1C,9.1,.
COC(=O)c1ccccc1NC(=O)Cn1cncc1-c1ccc([N+](=O)[O-])cc1,-1.1,3.6
C[C@@H]1CN([C@@H](C)CO)C(=O)Cc2cc(NC(=O)NC3CCCCC3)ccc2O[C@H]1CN(C)S(=O)(=O)c1ccc(Cl)cc1,-1.5,.
CS(=O)(=O)N(CC(=O)Nc1ccccc1Sc1ccccc1)c1cccc(Br)c1,14.9,0.6
C[C@@H]1CN([C@H](C)CO)C(=O)c2cccc(NC(=O)C3CC3)c2O[C@@H]1CN(C)S(=O)(=O)c1cccs1,0.8,.
C[C@H]1CN([C@@H](C)CO)C(=O)c2cccc(NC(=O)C3CCOCC3)c2O[C@@H]1CN(C)S(=O)(=O)c1ccc(Cl)cc1,3.0,.
C[C@@H]1CN([C@H](C)CO)C(=O)Cc2cc(NC(=O)Nc3ccc4c(c3)OCO4)ccc2O[C@@H]1CN(C)S(=O)(=O)c1ccccc1,.,6.2
c1coc(-c2cn3ccc4ccccc4c3n2)c1,33.2,.
C=CCNC(=O)[C@H]1[C@@H]2C(=O)O[C@@H](c3ccccc3)[C@@H](c3ccccc3)N2[C@@H](c2ccccc2OCCO)[C@]12C(=O)Nc1ccc(C#CCCO)cc12,.,9.1
COc1cc(-c2ccccn2)nc(/C=N/O)c1S(C)=O (configuration not stated),-82.7,0.2
CNC[C@@H]1Oc2ccc(NC(=O)Nc3ccc(F)cc3)cc2CC(=O)N([C@H](C)CO)C[C@H]1C,.,-2.0
CC(C)N(Cc1nc(-c2ccc(Cl)cc2)no1)S(=O)(=O)c1ccc(F)cc1,-1.0,2.6
COc1ccc(S(=O)(=O)N(C)C[C@@H]2Oc3ncc(C#CCN(C)C)cc3C(=O)N([C@H](C)CO)C[C@@H]2C)cc1,.,1.3
Cc1ccc(S(=O)(=O)Nc2ccc3c(c2)C(=O)N([C@@H](C)CO)C[C@H](C)[C@@H](CN(C)S(=O)(=O)c2cn(C)cn2)O3)cc1,.,-0.4
CCCCCC1C(=O)O/C(=C\C(=O)O)C1=O (configuration not stated),1.2,-5.3
CSc1cccc(NC(=O)Cn2cc(Br)c([N+](=O)[O-])n2)c1,4.0,1.0
O=C(/C=C/c1ccc(O)c(O)c1)O[C@@H]1C[C@](O)(C(=O)O)C[C@@H](O)[C@H]1O,-5.3,-20.0
COc1ccc(-n2c(SCC(N)=O)nnc2-c2cccs2)cc1,9.7,1.8
COc1ccc(C(=O)CC(=O)O)c2c1C=CC(C)(C)O2,2.5,1.4
Cc1ccc(N(C(C)C(=O)Nc2cccc(F)c2)S(C)(=O)=O)cc1 (configuration not stated),4.7,1.1
CC(C)NC(=O)Nc1ccc2c(c1)C(=O)N([C@@H](C)CO)C[C@@H](C)[C@@H](CN(C)S(=O)(=O)c1ccccc1)O2,.,-1.9
COc1ccc(S(=O)(=O)Nc2ccc3c(c2)CC(=O)N([C@H](C)CO)C[C@H](C)[C@H](CN(C)S(=O)(=O)c2ccc(OC)cc2)O3)cc1,0.6,-2.0
C[C@@H]1CN([C@H](C)CO)C(=O)c2cc(NC(=O)Cc3ccccc3)ccc2O[C@H]1CN(C)C(=O)Nc1ccc(F)cc1,-0.4,1.7
CCCn1nnc(NC(=O)COc2ccccc2Cl)n1,63.7*,4.7
C[C@H](CO)N1C[C@H](C)[C@@H](CN(C)S(=O)(=O)c2ccc(Cl)cc2)Oc2c(NS(C)(=O)=O)cccc2C1=O,7.0,.
COc1ccccc1OCc1nc2c3c(-c4ccccc4)c(-c4ccccc4)oc3ncn2n1,-3.0,1.8
C[C@H]1CN([C@@H](C)CO)S(=O)(=O)c2ccc(-c3ccccc3F)cc2O[C@@H]1CN(C)C,-7.4,.
Fc1ccc(Cn2ccnc2-c2ccc(C(F)(F)F)cc2)cc1,0.1,.

# No new results follow: 10 of the compounds above.
SMILES,mut p53 react,STK33 inh
Cc1ccc(S(=O)(=O)Nc2ccc3c(c2)C(=O)N([C@@H](C)CO)C[C@H](C)[C@@H](CN(C)S(=O)(=O)c2cn(C)cn2)O3)cc1,.,-0.4
CCCCCC1C(=O)O/C(=C\C(=O)O)C1=O (configuration not stated),1.2,-5.3
CSc1cccc(NC(=O)Cn2cc(Br)c([N+](=O)[O-])n2)c1,4.0,1.0
O=C(/C=C/c1ccc(O)c(O)c1)O[C@@H]1C[C@](O)(C(=O)O)C[C@@H](O)[C@H]1O,-5.3,-20.0
COc1ccc(-n2c(SCC(N)=O)nnc2-c2cccs2)cc1,9.7,1.8
COc1ccc(C(=O)CC(=O)O)c2c1C=CC(C)(C)O2,2.5,1.4
Cc1ccc(N(C(C)C(=O)Nc2cccc(F)c2)S(C)(=O)=O)cc1 (configuration not stated),4.7,1.1
CC(C)NC(=O)Nc1ccc2c(c1)C(=O)N([C@@H](C)CO)C[C@@H](C)[C@@H](CN(C)S(=O)(=O)c1ccccc1)O2,.,-1.9
COc1ccc(S(=O)(=O)Nc2ccc3c(c2)CC(=O)N([C@H](C)CO)C[C@H](C)[C@H](CN(C)S(=O)(=O)c2ccc(OC)cc2)O3)cc1,0.6,-2.0
C[C@@H]1CN([C@H](C)CO)C(=O)c2cc(NC(=O)Cc3ccccc3)ccc2O[C@H]1CN(C)C(=O)Nc1ccc(F)cc1,-0.4,1.7

# Full records, looked up by structure. Values in the order: mut p53 react | STK33 inh
# Cc1ccc(N(C(C)C(=O)Nc2cccc(F)c2)S(C)(=O)=O)cc1 (configuration not stated) in the list: 4.7 | 1.1
# COc1ccccc1OCc1nc2c3c(-c4ccccc4)c(-c4ccccc4)oc3ncn2n1 in the list: -3.0 | 1.8

# Additional results
SMILES,mut p53 react,STK33 inh
C[C@H](CO)N1C[C@H](C)[C@H](CN(C)Cc2ccc3c(c2)OCO3)Oc2ccc(NC(=O)C3CCCCC3)cc2CC1=O,.,7.4
C[C@H]1CN([C@@H](C)CO)S(=O)(=O)c2ccc(C#Cc3cccc(F)c3)cc2O[C@H]1CN(C)S(=O)(=O)c1cn(C)cn1,-34.9,.
CS(=O)(=O)N(CC(=O)Nc1cccc(Cl)c1)c1ccc(Br)cc1,3.4,-0.4
CCc1ccc(O)c(NC(=S)NC(=O)COc2ccc(C)cc2C)c1,9.8,-2.9
N#CC(C(=O)NCc1ccco1)c1ccccc1 (configuration not stated),-2.6,0.9
COc1ccccc1NC(=O)C1=C(C)Nc2nc(-c3ccccc3)nn2C1c1ccccn1 (configuration not stated),-2.9,-4.2
C[C@@H]1CN([C@@H](C)CO)C(=O)c2cc(NS(C)(=O)=O)ccc2O[C@@H]1CN(C)C,22.2,2.1
Cc1noc(C)c1S(=O)(=O)N(C)C[C@H]1Oc2ccc(NS(=O)(=O)c3ccc(Cl)cc3)cc2C(=O)N([C@@H](C)CO)C[C@H]1C,2.5,.
CC(C)NC(=O)N(C)C[C@@H]1OCCCC[C@@H](C)Oc2ccc(NC(=O)CCCN(C)C)cc2C(=O)N([C@@H](C)CO)C[C@@H]1C,3.7,.
CC(Oc1ccc(Cl)cc1Cl)C(=O)Nc1nnn(C)n1 (configuration not stated),-3.9,1.2
O=C(Nc1ccc2c(c1)[C@@H]1C[C@H](CC(=O)N3CCOCC3)O[C@@H](CO)[C@@H]1O2)c1ccc2c(c1)OCO2,6.2,.
CCOc1ccccc1C(=O)Nc1ccc(S(=O)(=O)Nc2ccccn2)cc1,38.5,24.5*
Cc1noc(C)c1S(=O)(=O)Nc1ccc2c(c1)C(=O)N([C@H](C)CO)C[C@H](C)[C@H](CN(C)S(=O)(=O)c1cn(C)cn1)O2,.,-1.1
COc1ccc(NC(=O)Nc2ccc3c(c2)C(=O)N([C@@H](C)CO)C[C@H](C)[C@@H](CN(C)C(=O)Nc2ccc(OC)cc2)O3)cc1,13.7,-1.5
O=C(Nc1scc(-c2ccccc2)c1C(=O)NCc1ccco1)c1ccccc1,44.8,-5.9
C[C@@H]1CN([C@H](C)CO)C(=O)Cc2cc(NS(=O)(=O)c3ccc(Cl)cc3)ccc2O[C@H]1CN(C)Cc1ccncc1,.,6.2
c1ccc2c(c1)n(CCN1CCOCC1)c1nc(C34CC5CC(CC(C5)C3)C4)cn21,-3.3,-2.5
C[C@H]1CN([C@@H](C)CO)C(=O)c2cc(NC(=O)Nc3ccc(F)cc3)ccc2O[C@H]1CN(C)C(=O)Nc1ccccc1,.,0.7
CC1CCC2(C(=O)OC3OC(CO)C(O)C(O)C3O)CCC3(C(=O)O)C(=CCC4C5(C)CCC(O)C(C)(C)C5CCC43C)C2C1C (configuration not stated),10.2,1.9
NC(=O)c1c(NC(=O)CCSc2nc(-c3ccco3)cc(C(F)(F)F)n2)sc2c1CCC2,3.0,-7.0
C[C@@H]1CN([C@@H](C)CO)C(=O)Cc2cc(NC(=O)c3ccncc3)ccc2O[C@@H]1CN(C)CC1CC1,-2.1,.
C/C=C1\C(OC2OC(CO)C(O)C(O)C2O)OC=C(C(=O)OC)C1CC(=O)OCC1C(C)C(OC(=O)CC2C(C(=O)OC)=COC(OC3OC(CO)C(O)C(O)C3O)/C2=C\C)CC1C(CO)CO (configuration not stated),8.2,0.3
C[C@@H]1CN([C@@H](C)CO)C(=O)c2cc(NC(=O)Nc3cccc4ccccc34)ccc2O[C@H]1CN(C)Cc1ccncc1,.,1.7
C[C@H](CO)N1C[C@H](C)[C@H](CN(C)C(=O)Cc2ccccc2)Oc2ncc(C#CC3(O)CCCC3)cc2C1=O,8.0,.
Cc1cccc(-c2noc(CN(C)S(=O)(=O)c3cc(Cl)ccc3Cl)n2)c1,8.7,0.5

# A portion of the library. The share of hits here may be higher or lower than overall.
